Screens deposited in PubChem BioAssay by National Center for Advancing Translational Sciences (NCATS).
GLP-1R inv ag = GLP-1 receptor (human) inverse agonism. P43220. HEK293 GLP-1R CRE-luciferase, luminescence, 24 h; GLP-1R form is constitutively active. Potency, µM (titrated, usually from 38.3 µM), for inactives: top-dose activity change, negative = inhibition, most hits filed as inhibitors. actives 1.6% (n = 410,000). AID 624417; also: potency is read from the fitted curve at half-maximal effect; % is scaled to controls: 0 for no effect and ±100 for the full control effect; nearly all actives have a fitted effect of over 55% in size
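HEK293 cells stably co-expressing a cAMP-responsive luciferase reporter and constitutively active GLP-1R were seeded, incubated 12 h, then exposed to compounds for 24 h at 37 C. Luminescence was read 12 min after detection reagent; inverse agonists lower signal.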
KB-V1 cytotox = kills drug-selected multidrug resistant KB-V1 cells; KB-V1 MDR cells viability, CellTiter-Glo, 72 h; Potency, µM (top dose mostly 46.1 µM), for the others: at the top dose activity change, negative = cytotoxicity, hits mostly cytotoxic; actives 3.4% (n = 400,000); also: potency is read from the fitted curve at half-maximal effect; % is scaled to controls: 0 for no effect and ±100 for the full control effect; nearly all actives have a fitted effect of over 60% in size
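Cytotoxicity toward P-gp-expressing KB-V1 cells was determined as loss of CellTiter-Glo luminescence after 72 h at 37 degrees C. Compounds were tested in quantitative HTS format across a concentration range, with curves fitted to normalized data.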
PTHR1 ag = PTHR1 (human) receptor agonism; AID 743266; HEK293 GP2 PTHR1 cells, GloSensor cAMP luminescence, 1 h; Q03431; Potency, µM (top dose mostly 115 µM), inactives show at the highest dose activation, most hits filed as activators; actives 0.075% (n = 410,000); also: potency is read from the fitted curve at half-maximal effect; nearly all actives have a fitted effect of over 55% in size; some results filed as inactive show a strong effect at the top dose; inactives centre near -15; many of its hits are not listed in these tables
Target sequence (Q03431 whole entry, looked up): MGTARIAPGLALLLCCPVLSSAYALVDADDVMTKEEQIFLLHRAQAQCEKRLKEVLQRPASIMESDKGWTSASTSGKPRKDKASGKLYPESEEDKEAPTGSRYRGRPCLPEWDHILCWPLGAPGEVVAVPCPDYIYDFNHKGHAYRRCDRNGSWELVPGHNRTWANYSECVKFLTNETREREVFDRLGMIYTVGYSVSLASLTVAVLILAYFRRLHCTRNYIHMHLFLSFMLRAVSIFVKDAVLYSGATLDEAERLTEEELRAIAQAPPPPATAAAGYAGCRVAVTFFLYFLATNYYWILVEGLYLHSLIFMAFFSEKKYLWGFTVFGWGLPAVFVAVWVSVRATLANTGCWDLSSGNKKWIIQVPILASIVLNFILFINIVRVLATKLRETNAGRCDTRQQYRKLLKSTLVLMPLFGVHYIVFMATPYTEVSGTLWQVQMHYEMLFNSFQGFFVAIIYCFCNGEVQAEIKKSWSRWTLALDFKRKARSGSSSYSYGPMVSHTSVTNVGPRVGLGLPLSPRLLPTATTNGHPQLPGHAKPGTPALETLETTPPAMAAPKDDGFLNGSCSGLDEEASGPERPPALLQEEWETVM
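HEK-293-derived GP2 cells expressing PTHR1 and a GloSensor cAMP reporter, 3,000/well, plated overnight, given luciferin plus IBMX (each 0.5 mM as added) for 1 h at 37 °C, then compound for 1 h at 37 °C. Luminescence was read after 15 min at room temperature.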
GLP1R cytotox = cytotoxicity in counter-screen for GLP-1R inverse agonists | Potency, µM (titrated, usually from 38.3 µM), for the others: top-dose activity change, negative = inhibition, actives largely listed as inhibitors | actives 0.13% (n = 410,000) | AID 624418 | HEK293 cAMP-luciferase reporter cells, luminescence, 24 h;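 also: loss of luciferase light is scored as toxicity; potency is read from the fitted curve at half-maximal effect; % is scaled to controls: 0 for no effect and ±100 for the full control effect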
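To flag toxic compounds, the library was rerun on cells for 24 hr at 37 deg C and 5% CO2. Viability-linked luminescence was captured 12 min after adding luciferase detection reagent.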
aSyn rescue = inhibitors of alpha-synuclein toxicity in yeast. Yeast expressing alpha-synuclein, growth rescue, BacTiter-Glo, 24 h. Potency, µM (series often up to 46.1 µM), for inactives: top-dose growth rescue (activation), most hits filed as activators. actives 0.14% (n = 370,000). AID 652106; also: potency is read from the fitted curve at half-maximal effect; % of control where 0% means no effect; nearly all actives have a fitted effect of over 65% in size
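Screening used galactose-induced yeast with toxic alpha-synuclein levels, exposed to compound for 24 hr at 30 deg C. Cell growth, read with BacTiter-Glo luminescence, gave the measured signal.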
D3 antag = blocks the human D3 dopamine receptor | actives 2.5% (n = 360,000) | D3R cells, DiscoveRx beta-arrestin luminescence, antagonist mode; active compounds read low | max response, negative = inhibition, % | P35462; in the data active = max response below about -50%; inconclusive = no clear call, values can overlap the other calls; also: % is scaled to controls: 0 for no effect and ±100 for the full control effect; mostly tested at two doses, the higher about 12 µM
Target sequence (P35462 whole entry, looked up): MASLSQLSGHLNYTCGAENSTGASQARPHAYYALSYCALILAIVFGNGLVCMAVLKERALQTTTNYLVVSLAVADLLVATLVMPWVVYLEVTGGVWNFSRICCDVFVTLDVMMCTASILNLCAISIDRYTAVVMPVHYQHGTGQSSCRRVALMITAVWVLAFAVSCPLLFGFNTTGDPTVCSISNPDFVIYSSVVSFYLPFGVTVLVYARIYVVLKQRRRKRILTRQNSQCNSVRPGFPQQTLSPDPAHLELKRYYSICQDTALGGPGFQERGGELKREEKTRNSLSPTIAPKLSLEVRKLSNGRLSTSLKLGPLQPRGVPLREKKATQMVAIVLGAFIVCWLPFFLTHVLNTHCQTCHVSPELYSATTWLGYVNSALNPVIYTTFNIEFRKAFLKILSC
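Cells plated overnight at 1500 cells/well, then exposed to library compounds with dopamine controls for 90 minutes at 37 degrees C. DiscoveRx reagent added for 30–60 minutes at room temperature; luminescence read, quantitative HTS format.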
GLP-1R agonist = agonists of human GLP-1 receptor; actives 0.007% (n = 380,000); P43220; HEK293 GLP-1R CRE-luciferase, luminescence, 4-6 h; cells express a hypersensitive GLP-1R form; AID 624172; Potency, µM (series often up to 45.6 µM), for the others: at the top dose activation, usual class: activators; also: potency is read from the fitted curve at half-maximal effect; % of control where 0% means no effect
TDP-43 yeast inh = TDP-43 toxicity inhibition in yeast; actives 1.8% (n = 410,000); TDP-43 expressing yeast growth rescue, BacTiter-Glo, 24 h; Potency, µM (top dose mostly 46.1 µM), without a hit: at the highest dose growth rescue (activation), actives largely listed as activators; also: potency is read from the fitted curve at half-maximal effect; % of control where 0% means no effect; nearly all actives have a fitted effect of over 50% in size
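Yeast cells expressing TDP-43 under galactose induction are exposed to compounds for 24 hr at 30 deg C. BacTiter-Glo luminescence measures growth, so protective compounds score as activators.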
DRD3 agonist = D3 dopamine receptor (human) agonism | max activation, % | actives 0.58% (n = 410,000) | D3R DiscoveRx beta-arrestin cells, luminescence, 90 min; in the data active = max activation above about 30%; also: 0% is about no effect; mostly tested at two doses, the higher about 12 µM
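Agonist-mode cell screen: cells plated at 1500/well and incubated overnight at 37 °C, then exposed to library compounds for 90 min at 37 °C. Detection reagent was added for 30–60 min at room temperature, and luminescence was read.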
An asterisk follows results filed as active; i = inactive; ? = inconclusive; nt = not tested or not shown; & = joins results of further samples; [ ] = dose if it differs, or a comment. Unless noted, calls follow the shape of the dose curve; as a rule, active = well fitted curve in the direction sought with a large enough effect; inconclusive = small, poorly fitted or top-dose-only effect, or another doubt; inactive = no such curve, though single readings can be large; an effect the other way counts as inactive or inconclusive. This is a subset; count on the stated rates, not on these rows.

SMILES	GLP-1R inv ag	KB-V1 cytotox	PTHR1 ag	GLP1R cytotox	aSyn rescue	D3 antag	GLP-1R agonist	TDP-43 yeast inh	DRD3 agonist
Cc1c(Cl)ccc2sc(N3CCN(C(=O)C4=COCCO4)CC3)nc12	2%	-5%	-46%[inhibitor]	-6%	8%	12	13%	?	19
O=C(/C=C/Nc1ccc(S(=O)(=O)Nc2ncccn2)cc1)c1ccc(Cl)c(Cl)c1	23%	13%	-8%	5%	2%	-24	6%	-10%	6
CCN(C(=O)COC(=O)CN1C(=O)c2ccccc2C1=O)c1ccccc1	4%	5%	-9%	-1%	0%	4	7%	21%	5
Cc1cc(C)c2c(=O)cc(C(=O)Nc3ccccc3Cl)oc2c1	4%	-21%	i	0%	nt	nt	nt	?	6
COc1cc(S(=O)(=O)n2cnc(C)c2)ccc1Br	13%	?	-12%	-5%	10%	5	10%	4%	-5
CCOc1ccc(C(=O)N2CCCCCC2)cc1	-7%	-28%	i	43%[activator]	0%	?	1%	11%	-10
COc1ccc(-c2cn3c(n2)sc2cc(C(=O)NCCc4ccc(OC)cc4OC)ccc23)cc1	5%	nt	i	1%	nt	nt	nt	12%	3
COc1ccccc1OCC(=O)NCc1nc(-c2ccc(Cl)cc2)no1	-10%	nt	i	21%	nt	nt	nt	0%	-2
CN(Cc1ccc(Cl)cc1)C(c1cc2ccccc2o1)c1nnnn1C(C)(C)C (stereo not drawn)	?	?	-60%[inhibitor]	-11%	-1%	28	4%	?	4
CCCN(CC(=O)Nc1ccccc1OC)C(=O)c1ccncc1	0%	2%	i	9%	-9%	-4	6%	-21%	0
O=C(Cn1nnc2c(sc3nc4c(c(-c5ccccc5)c32)CCC4)c1=O)c1ccccc1	-6%	1%	i	-11%	2%	24	-5%	-2%	2
COCCn1c(SCC(=O)N2CCOCC2)nnc1-c1ccncc1	4%	10%	i	-8%	4%	3	8%	-3%	2
NNC(=O)CN1C(c2ccc(Br)cc2)=Nc2ccc(Br)cc2C1c1ccccc1 (stereo not drawn)	?	-7%	-12%	?	-3%	-55*	-3%	0%	-49
Cc1ccc(C(=O)NC(=S)c2c(C)cc3ccccn23)cc1	?	-21%	-18%	-31%	0%	9	-3%	?	-9
Cc1c(C(=O)OCC(=O)NCc2ccco2)cccc1[N+](=O)[O-]	7%	nt	i	1%	9%	8	2%	-1%	3
CCc1nnc(NC(=O)Cc2c[nH]c3ccccc23)s1	5%	26%	-24%	3%	1%	-7	4%	16%	-1
CC(=O)c1ccc(OCC(C)C)c(CN2CCCCC2)c1	13%	1%	i	-10%	-11%	-26	-2%	-17%	5
Cc1ccccc1NC(=S)Nc1ccc(Br)cc1	5%	-10%	-10%	-8%	-6%	-20	0%	3%	-20
COc1ccc(Cl)cc1C=CC=Nc1ccc(S(N)(=O)=O)cc1	-10%	-16%	i	?	0%	-7	-4%	16%	2
c1ccc(-n2nnnc2NC2CCCCCC2)cc1	-9%	?	-5%[57.5 µM]	-3%	-5%	-9	-5%	-10%	-10
OCCN1CCN(CC(O)COc2ccc3ccccc3c2)CC1 (stereo not drawn)	?	8%&-6%	29%	6%&23%	5%&-2%	?	2%&1%	-7%&-10%	-9&0
CCCn1c(SCC(=O)N2CCCC2=O)nc2ccccc2c1=O	10%	18%	i	8%	-24%	-23	3%	12%	-7
COc1cc(C(=O)OC(C)CN2CCN(C)CC2)cc(OC)c1OC (stereo not drawn)	11%	11%	i	7%	-2%	-12	-10%	-11%	-14
CN(C(=O)C1CCCCC1)C1CCS(=O)(=O)C1 (stereo not drawn)	-4%	21%	i	7%	0%	-9	3%	0%	-7
Cc1cc(C(=O)Nc2c[nH]c(=O)[nH]c2=O)ccc1[N+](=O)[O-]	18%	?	-24%	8%	-2%	-12	5%	-11%	1
Cn1c(NC(=O)c2ccccc2F)c(-c2cccs2)c(=O)c2ccccc21	13%	12%	-17%	1%	11%	11	-3%	-25%	17
O=C(CSc1nc2ccccc2c(=O)n1Cc1ccco1)N1CCCCCC1	?	18µM*	-9%[57.5 µM]	-18%	1%	-16	13%	-7%	2
CCCCC(CC)C(=O)NCc1ccc(F)cc1 (stereo not drawn)	-30%	?	i	-8%	3%	4	-2%	20%	2
COc1cc(OC)c(NC(=O)c2c(C)oc3nc(C)nc(N4CCOCC4)c23)cc1Cl	6%	nt	i	6%	nt	nt	nt	18%	1
CCOC(=O)c1ccc(NC(=S)NN)cc1	-4%	?	0%	-1%	-12%	?	3%	nt	3
COCC(=O)N(C)C[C@H]1N[C@@](Cc2ccccc2)(C(=O)OC)[C@H]2C(=O)N(Cc3ccccc3)C(=O)[C@@H]12	15%	8%	-16%	0%	1%	26	-1%	17%	2
COc1ccc(N2CCN(c3ncccc3C#N)CC2)cc1	-2%	?	-20%	2%	-4%	-14	2%	-6%	-9
CCN(C(=O)COC(=O)CCC(=O)c1ccccc1)c1c(N)n(Cc2ccccc2)c(=O)[nH]c1=O	3%	0%	25%	-3%	-1%	-2	-1%	-21%	-7
Cc1cccc(CNC(=O)C2CCC(=O)N(CC3CCCCC3)C2)c1 (stereo not drawn)	-8%	?	-21%	0%	-2%	24	-5%	0%	9
CCc1ccc(NC(=O)Cc2c(C(=O)O)c(C)cn2C)cc1	12%	19%	-3%	4%	nt	nt	nt	11%	8
COc1ccccc1NC(=O)Cc1coc2cc(C)ccc12	0%	?	i	-6%	5%	70	7%	11µM*	6
COC(=O)c1ccc(COc2ccccc2/C=N/NC(=O)c2cccnc2)cc1	-5%	0%	i	-6%	-4%	2	-3%	-19%	3
COc1ccc(S(=O)(=O)Nc2ccccc2N2CCOCC2)cc1OC	21%	23µM*	i	6%	5%	16	7%	24%	4
COc1ccc(-n2nnnc2SCC#CCO)cc1	?	?	23%[57.5 µM]	?	0%	6	14%	7%	4
COc1ccccc1/C=C/C1=NC(=C\N(C)C)/C(=O)O1	16%	-4%	i	76%[activator]	-11%	24	4%	14%	-12
CCCCn1c(N)c(N(CCOC)C(=O)c2ccc(-c3ccc(C(C)=O)cc3)o2)c(=O)[nH]c1=O	10%	-1%	i	-17%	2%	12	-1%	0%	-1
CC(=O)NC(c1cccc(F)c1)c1nc(-c2cccc(C(=O)O)c2)cs1 (stereo not drawn)	25%	-2%	-2%	-3%	2%	18	-6%	?	3
O=C(NCC1CCCO1)c1ccc(-c2ccccc2Cl)o1 (stereo not drawn)	?	-16%	-27%	-7%	20%	-7	-1%	20µM*	-13
O=C(O)CC1c2ccccc2C=Cc2ccccc21	3%	-1%	i	6%	20%	-20	-1%	7%	-7
C#CCn1c(=NC(=O)c2cc(-c3cccs3)nc3ccccc23)sc2cc(S(N)(=O)=O)ccc21	-7%	-7%	i	89%[activator]	-5%	-17	-1%	-26%	-12
COc1ccc(S(=O)(=O)N2CCC(NC(=O)N3CCOCC3)CC2)cc1	25%	17%	i	-10%	0%	-13	6%	-12%[1.82 µM]	4
COc1cccc(N2CCN(C(=O)c3nn(C)c4c3CSc3ccc(C)cc3-4)CC2)c1	-9%	-42%	-22%	10%	nt	nt	nt	23%	-4
OC(c1ccc(CN2CCCCC2)cc1)c1ncc(-c2ccccc2F)[nH]1 (stereo not drawn)	-5%	4%	i	1%	2%	-17	8%	20%	-7

Record cards (already shown). Order of screens: GLP-1R inv ag	KB-V1 cytotox	PTHR1 ag	GLP1R cytotox	aSyn rescue	D3 antag	GLP-1R agonist	TDP-43 yeast inh	DRD3 agonist
COc1ccc(-n2nnnc2SCC#CCO)cc1 is entered as ?	?	23%[57.5 µM]	?	0%	6	14%	7%	4
OC(c1ccc(CN2CCCCC2)cc1)c1ncc(-c2ccccc2F)[nH]1 (stereo not drawn) is entered as -5%	4%	i	1%	2%	-17	8%	20%	-7
CC(=O)NC(c1cccc(F)c1)c1nc(-c2cccc(C(=O)O)c2)cs1 (stereo not drawn) is entered as 25%	-2%	-2%	-3%	2%	18	-6%	?	3
O=C(NCC1CCCO1)c1ccc(-c2ccccc2Cl)o1 (stereo not drawn) is entered as ?	-16%	-27%	-7%	20%	-7	-1%	20µM*	-13

Two compounds drawn at random from those above, as already listed:
SMILES	GLP-1R inv ag	KB-V1 cytotox	PTHR1 ag	GLP1R cytotox	aSyn rescue	D3 antag	GLP-1R agonist	TDP-43 yeast inh	DRD3 agonist
COc1ccc(S(=O)(=O)Nc2ccccc2N2CCOCC2)cc1OC	21%	23µM*	i	6%	5%	16	7%	24%	4
CC(=O)NC(c1cccc(F)c1)c1nc(-c2cccc(C(=O)O)c2)cs1 (stereo not drawn)	25%	-2%	-2%	-3%	2%	18	-6%	?	3

Further records.
SMILES	GLP-1R inv ag	KB-V1 cytotox	PTHR1 ag	GLP1R cytotox	aSyn rescue	D3 antag	GLP-1R agonist	TDP-43 yeast inh	DRD3 agonist
COc1ccc2oc(=O)c(C(=O)NC(C)c3ccccc3)cc2c1 (stereo not drawn)	-17%	0%	i	79%[activator]	-4%	-14	0%	?	-1
COc1cc(NC(=O)c2cc3ccccc3o2)ccc1NC(=O)c1ccco1	10%	11%	i	15%	-3%	21	6%	-22%	-7
Cc1cc(C)cc(N(C(=O)CNC(=O)c2cccs2)C(C(=O)NC2CCCC2)c2cccnc2)c1 (stereo not drawn)	25%	-27%	i	-39%	24%	12	-2%	-4%	1
COc1cc(N2C(=O)CSC23C(=O)N(Cc2ccc(C)cc2)c2ccccc23)cc(OC)c1OC (stereo not drawn)	4%	?	i	-3%	-4%	nt	23%	11%	-6
COC(=O)c1c(-c2ccc(C)cc2)csc1NC(=S)NC(=O)c1ccc(F)cc1	26%	-4%	-13%	-5%	2%	-24	2%	-21%	-4
CCc1nn(CC(=O)N2CCC(C(N)=O)CC2)c(=O)c2cc3occc3n12	7%	11%	-6%	5%	0%	-2	3%	21%	-2
CC1=CC(=C(C#N)c2nc3ccccc3s2)C=C(C)N1c1ccc(F)cc1F	15%	1%	-7%	-3%	-5%	-51*	6%	-9%	-28
